PKM2 activator: activators of human pyruvate kinase M2; P14618; purified PKM2, Kinase-Glo ATP luminescence, activation; response scale: 0% is enzyme alone, no compound; Potency, µM (titrated, usually from 57.5 µM), for inactives: at the top dose activation, usual class: activators; 260,000 tested, 0.34% active; AID 1631; further: potency means the concentration at half of the fitted maximal effect; nearly all actives have a fitted effect of over 55% in size
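hPK-M2, >95% pure; 0.1 mM ADP / 0.5 mM PEP final; imidazole pH7.2 buffer w/ 7 mM MgCl2, 50 mM KCl; 1 h RT; Kinase-Glo lum. Intermediate enzyme activity for dual inhibitor/activator qHTS.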
FBPA coupling cs: inhibits coupling enzyme system, counter-screen for aldolase hits. coupling enzyme system counterscreen, AmpLite Red fluorescence. activity change, negative = inhibition, % at 58.2 µM, hits read low. 290,000 tested, 0.67% active; in the data active means activity change below about -30%
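Fluorescence at 525 nm excitation and 598 nm emission measured inhibition of the coupled detection system without aldolase. Compounds (at 57.5 uM final) were preincubated 10 min at room temperature with coupling enzyme reagent before a 20 min substrate/AmpLite Red step.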
KCNH2 3.1 block: blocks the human KCNH2 3.1 channel isoform; U2OS KCNH2 3.1, thallium flux FluxOr; active compounds read low; activity change, % (tested at about 1.8 µM); 340,000 tested, 0.95% active;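 active means maximum activity change below -70%; inconclusive means maximum activity change from -70% to -50%; inactive means maximum activity change above -50%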;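 further: thallium influx rate constant from kinetic fluorescence after stimulation buffer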
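Virally transduced U2OS (3.1 isoform, 4 h infection in dark at RT) → overnight 37 C → FluxOr + Red40 in HBSS/HEPES, 45 min → stimulation buffer, 2 min kinetic read → rate constant vs DMSO controls.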
B2AR arrestin: recruits beta-arrestin to the human beta2-adrenergic receptor | Potency, µM (top dose mostly 46.1 µM), for inactives: at the top dose activation, actives largely listed as activators | AID 492947 | beta-arrestin recruitment to beta2AR, cell-based reporter | P07550 | 330,000 tested, 0.02% active;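 further: potency means the concentration at half of the fitted maximal effect; 0% = DMSO controls and full agonism = EC100 isoproterenol or metaproterenol; nearly all actives have a fitted effect of over 65% in size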
BCR signal inh: inhibitors of chronic active B-cell receptor signaling; ABC-DLBCL IkBa-CBG/CBR reporter, luminescence ratio, 4 h; Potency, µM (series often up to 46.1 µM), without a hit: at the top dose ratio change, negative = lower green/red ratio, most hits filed as inhibitors; 340,000 tested, 0.05% active; active means well fitted inhibition curve with a large enough effect in the signal ratio, with a control signal flat, not every such curve was filed as active; inconclusive means small, poorly fitted or top-dose-only effect, or effect the other way, or a change in a side signal; the % refers to the signal ratio;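 further: potency means the concentration at half of the fitted maximal effect; plate controls were basal doxycycline-induced cells for no effect and cells given 10 µM MG132 for full effect; MG132 reads +100%, hits lower the ratio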
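Compounds up to 46 uM were incubated four hours with TMD8 cells whose green CBG68 luciferase is fused to IkappaBalpha; red CBR luminescence normalised the signal, and concentration-effect curves were fitted to fusion, red and ratio data.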
USP2a block: inhibitors of human ubiquitin-specific protease USP2a. 330,000 tested, 0.01% active. USP2 core, Ub-CHOP2 coupled fluorogenic reporter, 485/531. AID 463254. Potency, µM (highest dose often 38.3 µM), inactives show at the highest dose activity change, negative = inhibition, usual class: inhibitors;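 further: potency means the concentration at half of the fitted maximal effect; plate controls were DMSO wells for no effect and full inhibition by NEM control for full effect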
Target sequence (O75604 whole entry, looked up): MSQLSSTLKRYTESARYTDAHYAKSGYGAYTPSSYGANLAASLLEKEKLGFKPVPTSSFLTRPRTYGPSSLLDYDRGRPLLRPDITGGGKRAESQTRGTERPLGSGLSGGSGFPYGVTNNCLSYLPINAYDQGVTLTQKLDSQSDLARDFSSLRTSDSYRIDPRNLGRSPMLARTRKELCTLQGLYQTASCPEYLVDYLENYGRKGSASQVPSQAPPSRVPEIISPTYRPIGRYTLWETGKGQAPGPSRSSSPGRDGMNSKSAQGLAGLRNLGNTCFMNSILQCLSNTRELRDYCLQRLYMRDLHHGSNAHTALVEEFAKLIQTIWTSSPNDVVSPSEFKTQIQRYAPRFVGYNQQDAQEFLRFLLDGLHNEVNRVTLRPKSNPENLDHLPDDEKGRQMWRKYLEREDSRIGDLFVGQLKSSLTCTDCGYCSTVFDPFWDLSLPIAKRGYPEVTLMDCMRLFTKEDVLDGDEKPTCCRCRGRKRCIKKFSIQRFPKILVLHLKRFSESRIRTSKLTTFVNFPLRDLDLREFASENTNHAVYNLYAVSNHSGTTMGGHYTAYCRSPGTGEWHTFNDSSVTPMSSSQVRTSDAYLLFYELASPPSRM
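Cell-free coupled assay: 10nM USP2 core preincubated 30min RT with compound in Tris-HCl pH 8.0/CaCl2/CHAPS buffer, then 25nM Ub-CHOP2 and 25nM reporter substrate; fluorescence (Ex 485/Em 531) read after 60min RT, normalized to NEM inhibition, concentration-response curves fitted.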
GALK inhibitor: blocks human galactokinase activity; P51570; Purified GALK, Kinase-Glo residual ATP luminescence; Potency, µM (top dose mostly 57.5 µM), without a hit: at the highest dose activity change, negative = inhibition, usual class: inhibitors; 270,000 tested, 0.007% active; AID 1868; further: potency means the concentration at half of the fitted maximal effect
Target sequence (P51570 whole entry, looked up): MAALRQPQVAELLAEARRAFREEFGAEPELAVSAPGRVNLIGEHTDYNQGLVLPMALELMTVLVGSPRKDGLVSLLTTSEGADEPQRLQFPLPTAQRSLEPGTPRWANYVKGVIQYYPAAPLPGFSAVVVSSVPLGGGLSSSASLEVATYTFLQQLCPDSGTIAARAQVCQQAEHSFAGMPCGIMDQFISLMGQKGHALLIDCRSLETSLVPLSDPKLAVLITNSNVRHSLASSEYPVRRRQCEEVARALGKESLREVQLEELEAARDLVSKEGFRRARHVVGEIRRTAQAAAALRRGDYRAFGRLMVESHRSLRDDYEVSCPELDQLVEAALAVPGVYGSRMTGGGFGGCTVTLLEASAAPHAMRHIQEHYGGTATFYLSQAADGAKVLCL
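ATP-depletion format; final 35 uM ATP, 100 uM D-galactose, 5 nM enzyme; pH 8.0 HEPES/Mg2+ buffer; 60 min RT; luminescence read 10 min after detection reagent.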
KCNH2 WT inh: blocks the wildtype human KCNH2 potassium channel. Q12809. U2OS, BacMam KCNH2, thallium flux FluxOr; active compounds read low. activity change, % at 1.84 µM. 340,000 tested, 0.37% active. AID 720551;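 active means maximum activity change below -70%; inconclusive means maximum activity change between -70% and -50%; inactive means maximum activity change above -50%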
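U2OS cells transduced with wild-type KCNH2 virus are loaded with FluxOr dye for 45 min, and thallium flux is measured in kinetic reads before and after stimulation buffer. Rate constants are normalized to DMSO controls.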
uPA generation: cell surface uPA generation inhibition; cell surface uPA generation assay, qHTS; Potency, µM (titrated, usually from 38.3 µM), for inactives: at the top dose activity change, negative = inhibition, usual class: inhibitors; 330,000 tested, 0.31% active; AID 540303; active means well fitted inhibition curve with a large enough effect; inconclusive means small, poorly fitted or top-dose-only effect; inactive means no such curve, though single readings can be large or run the other way; tested in mouse RAW 264.7 cells; further: potency means the concentration at half of the fitted maximal effect; nearly all actives have a fitted effect of over 55% in size
Eya2 phos inh: inhibitors of human Eya2 phosphatase activity | recombinant Eya2, OMFP fluorescence dephosphorylation (OMFP is methylfluorescein phosphate) | Potency, µM (series often up to 76.9 µM), for the others: top-dose activity, negative = inhibition, usual class: inhibitors | 330,000 tested, 0.006% active | AID 488837; further: potency means the concentration at half of the fitted maximal effect
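Eya2 protein (added as 0.2 uM solution) was preincubated with compound for 10 min at ambient temperature in 50 mM HEPES pH 7.5, 50 mM NaCl, 5 uM MgCl2, 0.05% BSA, 1 mM DTT. OMFP (added at 50 uM) then reacted 10 min; fluorescence read at 485/525 nm.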
Giardia killer: kills Giardia lamblia. Giardia lamblia trophozoite viability. activity change, % at 7.66 µM, hits read low. 340,000 tested, 0.15% active; in the data active means activity change below about -80%; inconclusive means between about -30% and that limit;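 further: parasites exposed to compound for two days anaerobically before the ATP read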
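Luminescence from cellular ATP indicates surviving trophozoites (100 cells/well) following 48 hrs anaerobic compound treatment at 37 deg C; signal develops 15-30 min at room temperature.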
* = called active by the depositor; & = joins results of further samples. Unless noted, the call rests on the fitted dose curve; in most records, active means well fitted curve in the direction sought with a large enough effect; inconclusive means small, poorly fitted or top-dose-only effect, or another doubt; inactive means no such curve, though single readings can be large; an effect the other way counts as inactive or inconclusive. Unless noted, on the % scale 0 is the no-effect control and ±100 the full control effect. Outcome played no part in choosing rows; about 2.4% have a hit in one of these screens.

Screening CCCCC1NC(=S)N(C2CCCCC2)C1=O (stereo not given) returned PKM2 activator -5%, FBPA coupling cs 0, KCNH2 3.1 block -8, B2AR arrestin -0.1%, BCR signal inh 4%, USP2a block -3%, GALK inhibitor 0%, KCNH2 WT inh -13, uPA generation 2%, Eya2 phos inh -6% and Giardia killer -11.
`CCN1C(=NCc2ccc(OC)cc2)N[C@@H](CCc2ccccc2)[C@H](C(=O)NCc2ccc(OC)cc2)[C@H]1C` gave PKM2 activator -1%&1%, FBPA coupling cs 1&-4, KCNH2 3.1 block -48, B2AR arrestin -1.7%&-0.5%, BCR signal inh inconclusive, USP2a block 0%&1%, KCNH2 WT inh 3, uPA generation -23%, Eya2 phos inh -1%&-1% and Giardia killer 6.
`O=C(Nc1nc(-c2ccccn2)cs1)C1CC(=O)N(c2ccc3c(c2)OCCO3)C1` (stereo not given) gave PKM2 activator 7%, FBPA coupling cs -1, KCNH2 3.1 block 1, B2AR arrestin -2.1%, BCR signal inh 10%, USP2a block -2%, GALK inhibitor 2%, KCNH2 WT inh 1, uPA generation -2%, Eya2 phos inh -3% and Giardia killer 20.
For O=C(O)C1=NN(c2c(F)c(F)cc(F)c2F)C(=O)CC1 the results were FBPA coupling cs 1, KCNH2 3.1 block 17, B2AR arrestin -0.2%, BCR signal inh -2%, USP2a block 4%, GALK inhibitor 2%, KCNH2 WT inh -3, uPA generation 5%, Eya2 phos inh -15% and Giardia killer 15.
Screening CCOc1ccc(NC(=S)N/N=C(\C)Cc2ccc(OC)cc2)cc1 returned PKM2 activator 2%, FBPA coupling cs 4, KCNH2 3.1 block -2, B2AR arrestin 2.2%, BCR signal inh -5%, USP2a block -1%, GALK inhibitor 0%, KCNH2 WT inh -1, uPA generation 2%, Eya2 phos inh 6% and Giardia killer -18.
`Cc1cccc(-c2cc3c(N=O)c4ccccc4c-3n[nH]2)c1` gave PKM2 activator -24%, FBPA coupling cs -4, KCNH2 3.1 block 5, B2AR arrestin 0.0%, BCR signal inh inconclusive, USP2a block 1%, GALK inhibitor 8%, KCNH2 WT inh -2, uPA generation 3%, Eya2 phos inh 1% and Giardia killer inconclusive.
`Cc1cccc(NC(=O)CCNC(=O)c2ccccc2Cl)n1` gave PKM2 activator -4%, KCNH2 3.1 block 3, B2AR arrestin 0.2%, BCR signal inh 2%, USP2a block 1%, GALK inhibitor 5%, KCNH2 WT inh -6, uPA generation 7%, Eya2 phos inh 3% and Giardia killer 3.
Screening COc1ccc(NC(=S)NNC(=O)C(C)n2nc(C)c([N+](=O)[O-])c2C)cc1 (stereo not given) returned PKM2 activator -4%, FBPA coupling cs 1, KCNH2 3.1 block 2, B2AR arrestin -0.3%, BCR signal inh -30%, USP2a block 2%, GALK inhibitor 1%, KCNH2 WT inh 8, Eya2 phos inh 19% and Giardia killer -14.
For Cc1ccc(-c2nnn(CC(=O)NC(=O)NC3CCCCC3)n2)cc1 the results were KCNH2 3.1 block -14, B2AR arrestin -0.9%, BCR signal inh 4%, USP2a block 3%, KCNH2 WT inh -16, uPA generation -1%, Eya2 phos inh 0% and Giardia killer 3.
N/C(=N\OC(=O)CCCOc1ccccc1)c1cccc([N+](=O)[O-])c1 was read as PKM2 activator -13%, FBPA coupling cs -2, KCNH2 3.1 block 6, B2AR arrestin 0.0%, BCR signal inh 5%, USP2a block 3%, GALK inhibitor -2%, KCNH2 WT inh inactive, uPA generation 2%, Eya2 phos inh 9% and Giardia killer 1.
Screening CCN1CCCC1CNS(=O)(=O)c1ccc(F)c(Cl)c1 (stereo not given) returned FBPA coupling cs 2, KCNH2 3.1 block 7, B2AR arrestin 0.4%, BCR signal inh -2%, USP2a block -4%, KCNH2 WT inh -1, uPA generation 2%, Eya2 phos inh 7% and Giardia killer 12.
CC(=O)N1c2ccc(S(=O)(=O)N3CCC(C(=O)N4CCN(c5ccccc5)CC4)CC3)cc2CC1C (stereo not given) was read as KCNH2 3.1 block 44, B2AR arrestin -0.3%, BCR signal inh 4%, USP2a block 1%, GALK inhibitor -4%, KCNH2 WT inh 0, uPA generation -29%, Eya2 phos inh -15% and Giardia killer 0.
For O=C(NCC1COc2ccccc2O1)C1CCCN(S(=O)(=O)c2cccc3nsnc23)C1 (stereo not given) the results were PKM2 activator 8%, FBPA coupling cs 0, KCNH2 3.1 block -32, B2AR arrestin 0.1%, BCR signal inh 7%, USP2a block 3%, GALK inhibitor -2%, KCNH2 WT inh 3, uPA generation -8%, Eya2 phos inh 5% and Giardia killer -2.
`O=C(/C=C/Nc1ccc(F)cc1Br)c1ccccc1` gave PKM2 activator -31%, FBPA coupling cs 0, KCNH2 3.1 block 3, B2AR arrestin -0.2%, BCR signal inh inconclusive, USP2a block 3%, GALK inhibitor 10%, KCNH2 WT inh -3, uPA generation -9%, Eya2 phos inh 4% and Giardia killer -89*.
Screening CCN(C(=O)COC(=O)Cc1coc2cc(C)ccc12)c1c(N)n(Cc2ccccc2)c(=O)[nH]c1=O returned KCNH2 3.1 block 8, B2AR arrestin 0.0%, BCR signal inh 16%, USP2a block 1%, KCNH2 WT inh -13, uPA generation -12%, Eya2 phos inh -2% and Giardia killer -14.
Cc1ccc(Oc2ncccc2/C=N/O)cc1 was read as PKM2 activator 0%, FBPA coupling cs 0, KCNH2 3.1 block 3, B2AR arrestin 0.3%, BCR signal inh -2%, USP2a block 4%, GALK inhibitor -1%, KCNH2 WT inh -3, uPA generation 6%, Eya2 phos inh -8% and Giardia killer -5.
N#CC1=C(S)N=C(N)C(c2nc(-c3ccccc3)cs2)C12CCCC2 (stereo not given) was read as PKM2 activator 2%, FBPA coupling cs -1, KCNH2 3.1 block -14, B2AR arrestin -0.2%, BCR signal inh 18%, USP2a block 1%, GALK inhibitor 2%, KCNH2 WT inh -4, uPA generation -4%, Eya2 phos inh -4% and Giardia killer -3.
Screening COc1ccc([N+](=O)[O-])cc1N(CC(O)CN1CCOCC1)S(=O)(=O)c1ccccc1 (stereo not given) returned PKM2 activator 1%, FBPA coupling cs -1, KCNH2 3.1 block -18, B2AR arrestin -0.8%, BCR signal inh inconclusive, USP2a block 2%, GALK inhibitor -2%, KCNH2 WT inh 6, Eya2 phos inh 2% and Giardia killer inconclusive.
`CCCCNC(=O)[C@H]1N2C(=O)c3c(ccc(OC)c3OC)C2SC1(C)C` (stereo not given in full) gave FBPA coupling cs 0, KCNH2 3.1 block 25, B2AR arrestin 0.3%, BCR signal inh 0%, USP2a block -8%, GALK inhibitor -1%, KCNH2 WT inh 14, uPA generation 13%, Eya2 phos inh 10% and Giardia killer 11.
Screening CCN(CC)S(=O)(=O)c1ccc(C(=O)NC2=C(C(=O)OC)SCC2)cc1 returned PKM2 activator 6%, FBPA coupling cs 4, KCNH2 3.1 block -1, B2AR arrestin 0.2%, BCR signal inh 7%, USP2a block 3%, GALK inhibitor 3%, KCNH2 WT inh -3, Eya2 phos inh 3% and Giardia killer 11.
`O=C(Cn1cnc2c(nnn2-c2ccccc2)c1=O)NCC1CCCO1` (stereo not given) gave PKM2 activator 3%, FBPA coupling cs 5, KCNH2 3.1 block 14, B2AR arrestin -0.1%, BCR signal inh 10%, USP2a block 0%, GALK inhibitor 1%, KCNH2 WT inh 0, uPA generation 11%, Eya2 phos inh 7% and Giardia killer -7.
Cc1ccc(NC(=O)CCN2C(=O)c3ccccc3Sc3ncccc32)cc1 was read as KCNH2 3.1 block -15, B2AR arrestin 0.3%, BCR signal inh 5%, USP2a block 0%, GALK inhibitor 2%, KCNH2 WT inh -4, uPA generation -4%, Eya2 phos inh -10% and Giardia killer 16.
Screening CCOc1ccc(S(=O)(=O)c2c[nH]c3ccccc3c2=O)cc1 returned FBPA coupling cs 5, KCNH2 3.1 block -2, B2AR arrestin -0.8%, BCR signal inh 2%, USP2a block 2%, GALK inhibitor 0%, KCNH2 WT inh -6, uPA generation 7%, Eya2 phos inh 0% and Giardia killer 22.
`COc1ccc(C2CC(c3ccccc3)Nc3nc(NC(=O)c4cccs4)nn32)cc1` (stereo not given) gave PKM2 activator 0%, FBPA coupling cs 10, KCNH2 3.1 block -32, B2AR arrestin -0.8%, BCR signal inh 10%, USP2a block -4%, GALK inhibitor 0%, KCNH2 WT inh -39, uPA generation 7%, Eya2 phos inh -12% and Giardia killer -2.
